Screens deposited in PubChem by Sanford-Burnham Center for Chemical Genomics.
SKN-1 inh = inhibitors of C. elegans SKN-1; C. elegans VP596 Pgst-4::GFP/RFP ratio, acrylamide-induced, 24 h; inhibition, % at 21.8 µM; hit rate 0.49% among 360,000; AID 624304;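 active means interference check ratio from 0.5 to 1.5 plus GFP to RFP signal ratio inhibition reaching or exceeding a fixed threshold, cut at about 30% in these data, passing the limit was not always enough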; further: some compounds called inactive have numbers as strong as hits
MT1-MMP act inh = MT1-MMP (human) activation inhibition | AID 651647 | P50281 | hit rate 0.061% among 360,000 | GFP/RFP ratio change, % at 20 µM | HT1080 RFP-PRO-GFP cells, GFP/RFP ratio fluorescence, overnight; percent of plate control window, DMSO zero;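 active means GFP/RFP ratio change of at least 30% with cell ATP level not reduced by more than half and red fluorescence within 50% of control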; further: strong numbers were not always called active
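Assay system: HT1080 cells carrying an RFP-PRO-GFP reporter | Dosing: Single dose of 20 µM compound, 1% DMSO final | Incubation: Cells overnight before dosing, compound overnight, 37 °C, 5% CO2 | Evaluation: GFP/RFP fluorescence ratio | Control set: DMSO and RFP-L50D-GFP cell wells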
SUMO1-SIM PPI = modulators of human SUMO1-mediated protein-protein interactions. P63165. SUMO1 binding to a labelled peptide, TR-FRET, 1 h. inhibition, % at 20 µM. hit rate 0.33% among 360,000; in the data active means inhibition above about 37%
Target sequence (P63165 whole entry, looked up): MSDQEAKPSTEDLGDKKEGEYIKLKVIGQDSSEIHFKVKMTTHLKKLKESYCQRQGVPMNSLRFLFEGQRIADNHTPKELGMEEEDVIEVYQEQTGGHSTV
LMPTP block = LMPTP (human) inhibition; P24666; hit rate 0.22% among 360,000; recombinant LMPTP-A, OMFP fluorogenic substrate, fluorescence intensity; inhibition, % at 20 µM;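 active means compounds that cut the enzyme signal by at least half of the control window in the single-dose screen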;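 further: plate controls were DMSO wells with enzyme plus substrate for no effect and substrate without enzyme for full effect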
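Test system: LMPTP-A phosphatase enzyme. Amount: LMPTP-A at 0.625 nM final in the reaction. Reagent: OMFP substrate, 400 µM final. Times: 50 min at room temperature. Signal: endpoint fluorescence intensity from OMFP dephosphorylation. Read-out basis: % inhibition. Benchmarks: no-enzyme and uninhibited controls.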
STEP inh = STEP (human) phosphatase inhibition; P54829; recombinant STEP, OMFP fluorogenic substrate, fluorescence; inhibition, % at 20 µM; hit rate 0.25% among 360,000; AID 588621;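 active means inhibition at 20 µM, scaled per plate between control wells, above about 37%, limit read from the data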;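 further: 0% = DMSO with enzyme and substrate and 100% = substrate only without enzyme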
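Assay system: isolated STEP enzyme. Buffer or medium: pH 6.0 Bis-Tris with DTT and Tween 20. Also added: fluorogenic phosphatase substrate OMFP at 25 µM final. Dosing: 20 µM, 1% DMSO. Timing: 20 min reaction, room temperature, in the dark. Measured by: fluorescence intensity, excitation 480 nm, emission 540 nm. Evaluation: normalized % inhibition.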
Rpn11 block = inhibitors of human proteasome Rpn11 | O00487 | human 26S proteasome, Ub4-pepOG fluorescence polarization; 20S core pre-blocked with epoxomicin | calls only at 20 µM | hit rate 0.59% among 360,000;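 active means inhibition at 20 µM, scaled to each plate's controls, above about 33%, limit read from the data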
CendR NRP1 mod = alters CendR peptide binding to human NRP-1. FAM-RPARPAR peptide binding to NRP-1, fluorescence polarization. inhibition, % at 25 µM. hit rate 0.85% among 360,000. AID 602438;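 active means inhibition or corrected inhibition above about 18%, plus a signal ratio from 0.5 to 1.5, limit read from the data, passing the limit was not always enough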; further: strong numbers were not always called active
Target sequence (O14786 whole entry, looked up): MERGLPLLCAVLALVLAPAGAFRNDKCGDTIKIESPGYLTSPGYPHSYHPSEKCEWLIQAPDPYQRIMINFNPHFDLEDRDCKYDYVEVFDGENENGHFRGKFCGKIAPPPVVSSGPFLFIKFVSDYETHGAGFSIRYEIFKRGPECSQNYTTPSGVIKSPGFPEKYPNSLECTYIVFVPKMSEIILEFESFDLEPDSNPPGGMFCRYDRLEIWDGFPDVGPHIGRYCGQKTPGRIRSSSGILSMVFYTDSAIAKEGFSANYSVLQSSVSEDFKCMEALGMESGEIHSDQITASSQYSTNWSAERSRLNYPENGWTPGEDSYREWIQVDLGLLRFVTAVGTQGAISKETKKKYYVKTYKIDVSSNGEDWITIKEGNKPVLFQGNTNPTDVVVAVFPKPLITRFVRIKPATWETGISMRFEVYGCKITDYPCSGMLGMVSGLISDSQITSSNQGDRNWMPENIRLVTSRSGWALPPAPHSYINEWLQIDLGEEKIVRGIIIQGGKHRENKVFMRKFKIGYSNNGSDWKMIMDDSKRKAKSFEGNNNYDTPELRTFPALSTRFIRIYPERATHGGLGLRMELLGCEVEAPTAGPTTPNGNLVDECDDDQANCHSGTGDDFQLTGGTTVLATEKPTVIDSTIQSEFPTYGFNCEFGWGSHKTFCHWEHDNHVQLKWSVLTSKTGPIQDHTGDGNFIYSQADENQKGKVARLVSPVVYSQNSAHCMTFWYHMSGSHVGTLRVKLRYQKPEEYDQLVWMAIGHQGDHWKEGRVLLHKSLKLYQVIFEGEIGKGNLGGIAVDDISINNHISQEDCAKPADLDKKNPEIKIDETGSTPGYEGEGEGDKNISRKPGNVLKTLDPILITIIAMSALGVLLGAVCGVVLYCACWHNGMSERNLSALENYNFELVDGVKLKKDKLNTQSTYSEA
DNMT1 inh = blocks human DNA methyltransferase DNMT1 | P26358 | DNMT1 molecular beacon, Hinp1I cleavage, fluorescence | inhibition (reported as % activation of signal), % at 10 µM | hit rate 0.83% among 360,000 | AID 588458; in the data active means inhibition above about 50%
Scp-1 inhibitor = blocks human Scp-1 phosphatase activity. Q9GZU7. Recombinant Scp1, phosphopeptide, malachite green phosphate absorbance. inhibition, % at 20 µM. hit rate 0.88% among 340,000. AID 493091;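 active means inhibition above about 50% at 20 µM, limit read from the data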;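 further: plate controls were DMSO wells with enzyme for no effect and wells lacking enzyme for full effect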
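Material: truncated SCP-1 phosphatase (76-261aa) / Buffer or medium: 50 mM Tris acetate pH 5.5, 0.005% Tween-20, 10 mM MgCl2 / Compound dosing: one concentration, 20 µM, with 1.0% DMSO / Incubation: 45 min room-temperature reaction, 5 min colour, 30 min stabiliser / Detection: colorimetric free-phosphate detection, absorbance 630 nm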
NadD inh = NadD (S. aureus) enzyme inhibition; AID 602399; hit rate 0.78% among 360,000; purified NadD enzyme, colorimetric absorbance read-out; inhibition, % at 20 µM; in the data active means inhibition above about 26%; further: some compounds past the cut are filed as inactive
Active calls of the source: *; i = inactive; x = no result given.

smiles,SKN-1 inh,MT1-MMP act inh,SUMO1-SIM PPI,LMPTP block,STEP inh,Rpn11 block,CendR NRP1 mod,DNMT1 inh,Scp-1 inhibitor,NadD inh
COc1ccc(-c2cncc3nccn23)cc1OC,2,-2,-18,-0.6,0,i,-13,1,x,-5
CCOC(=O)C1C(=O)NC(c2ccccc2)=NC1c1ccc(O)c(OC)c1 (stereo not drawn),1,1,4,-0.6,3,i,7,14,9,2
CCOC(=O)c1ccc(NCc2cccnc2)cc1,18,4,-6,-1.8,2,i,5,0,-13,-1
CC(Cc1ccccc1)NC(=O)CCNNC(=O)c1ccncc1 (stereo not drawn),16,0,3,-1.9,1,i,-3,-3,x,-5
CCOc1ccccc1NC(=O)c1csc(C)c1C,31,-5,0,1.2,2,i,-4,28,-8,-2
CCCCCc1c(-c2cccc(Br)c2)ncn1CCc1ccccc1OC,-4,-4,9,8.3,x,x,6,x,x,7
O=C(CCC(=O)OCC(=O)c1ccccc1)Nc1cccc(Cl)c1,-4,1,0,-0.4,0,i,2,0,-2,-2
CN(C(=O)COC(=O)c1ccc(Cl)c(S(=O)(=O)NCc2ccccc2)c1)C1CCS(=O)(=O)C1 (stereo not drawn),8,1,-2,-1.8,0,i,-6,4,0,5
Cc1c(C#N)c2ccccc2n1CC(=O)N1CCCC1,1,-2,-1,0.5,-3,i,6,1,-7,-9
COCCNC(=S)N1CCc2cc(OC)c(OC)cc2C1COc1ccc(C(C)C)cc1 (stereo not drawn),-6,5,0,1.7,-1,i,0,-8,-3,2
COc1cc(C(NC(C)=O)NC(C)=O)ccc1OCc1ccccc1,2,0,3,-1.8,4,i,6,1,-1,-3
Cc1cccn2c(=O)c3cc(S(=O)(=O)c4ccccc4)c(=N)n(Cc4ccco4)c3nc12,-6,-5,3,-1.0,0,i,-17,2,6,2
O=C(c1cccc(Cl)c1)C1CCCN(S(=O)(=O)c2ccccc2)C1 (stereo not drawn),9,-2,6,2.2,2,i,2,-2,-13,-7
CCOC(=O)C1=C(O)/C(=C\c2ccc(CNC(=O)C(=O)Nc3ccccc3)o2)N=C1C,20,-12,32,37,8,i,-80,101*,97*,27
CCn1ncc(CN2CCC(n3nccc3NC(=O)c3ccccc3Cl)CC2)c1C,8,3,-4,0.9,1,i,-7,0,x,6
Cc1cc(C)cc(OCC(=O)Nc2ccccc2C(=O)NCc2ccco2)c1,-7,-5,0,1.4,-1,i,-10,18,5,-1
Cc1ccnc2nc(C(=O)NCCc3ccc(F)cc3)nn12,-8,2,0,-0.9,-5,i,0,4,-2,1
O=C(C[n+]1cccc2ccccc21)c1ccc(NC(=O)c2ccccc2)cc1,7,-7,-22,1.0,-2,x,-36,-2,1,6
COc1ccc(CCNC(=O)C2CCN(S(=O)(=O)c3ccc(C)cc3)CC2)cc1,21,0,-2,-0.1,-2,i,-2,15,-5,-3
O=C(OCC1OC(n2ccc(=O)[nH]c2=O)C(O)C1OC(=O)c1ccccc1)c1ccccc1 (stereo not drawn),5,3,2,-0.6,2,i,0,-3,-3,0
Cn1c(NNC(=O)CCC2CCCCC2)cc(=O)n(C)c1=O,-7,-2,4,-1.1,-5,i,0,0,-1,-9
O=C1NC[C@H](CCCCN2C[C@H](Cc3ccc(O)cc3)N(CCc3ccccc3)C(=O)C2=O)N(CCC2CCCCC2)C1=O,-7,4,-2,-0.3,x,x,4,x,x,16
COc1cc(NC(=O)c2cc(-c3cccnc3)nc3ccc(Br)cc23)cc(OC)c1,0,-6,-4,1.8,-1,i,-4,18,5,9
Cc1ccc(CCNC(=O)c2cc(S(=O)(=O)N3CCCC3)cn2C)cc1,-8,-5,-3,-1.1,-1,i,19,2,-6,-6
COc1ccc(C(=O)OCC(=O)NCCCc2ccccc2)cc1[N+](=O)[O-],5,1,-22,-1.2,1,i,-1,1,-5,-9
CSc1ccc(CCNC(=O)CCc2nnc3ccc(N4CCOCC4)nn23)cc1,-6,2,8,-2.0,0,i,-4,4,0,3
OCc1ccccc1SSc1ccccc1CO,2,-8,8,-2.1,6,i,8,-1,-7,1
Cc1c(C(=O)OCC(=O)N(C)Cc2ccc(Cl)cc2)oc2ccccc12,3,3,-2,2.8,2,i,8,-4,0,-9
COc1ccccc1NC(=O)CSc1nnc(Cc2cccs2)n1C,16,0,-13,-9.4,-2,i,-11,-4,-2,4
Cc1nc2nc[nH]n2c(=O)c1CCOC(=O)c1c(F)cccc1F,0,2,4,1.5,1,i,3,1,-1,2
CCc1cccc(NS(=O)(=O)c2ccc3c(c2)N(C)CCO3)c1,9,3,-1,1.1,-2,i,8,-7,-6,-7
O=C(NNC(=O)c1ccc([N+](=O)[O-])cc1C(=O)O)c1ccncc1,-5,1,-27,-1.8,2,i,0,2,-15,-7
O=C(NCCN1C(=O)S/C(=C\c2cccnc2)C1=O)C1=NN(c2ccccc2)C(=O)CC1,3,-3,-15,0.1,-1,i,6,-2,7,13
CCOCCCNS(=O)(=O)c1ccc(NC(=O)c2ccc([N+](=O)[O-])cc2Cl)cc1,7,6,-27,-2.0,-1,i,1,-2,-4,-1
Nn1c(Cc2cccc3ccccc23)nnc1SCC(=O)NCC1CCCO1 (stereo not drawn),-8,6,1,-0.7,-1,i,-10,7,2,-2
Cc1sc(N2C(=O)C3C4C=CC(C4)C3C2=O)c(C#N)c1C (stereo not drawn),-5,3,0,-1.8,-4,i,5,-1,-1,2
O=C(O)CCCn1cc(NC(=O)c2cccc(F)c2)cn1,10,1,0,-0.7,0,i,-10,0,2,2
Cc1ccccc1C(=O)N1CCC(C(=O)N(C)CC(=O)Nc2cccc(F)c2)CC1,13,0,3,-0.8,1,i,-6,0,-5,0
N#Cc1cn(CCOc2ccc(F)cc2)c2ccccc12,-3,4,0,2.7,2,i,-6,-4,-11,-6
CCCc1cc(=O)n(-c2nc3ccccc3s2)[nH]1,4,4,-2,-0.2,-4,i,2,-2,-2,-4
O=C(COC(=O)Cc1ccsc1)Nc1ccc(S(=O)(=O)N2CCOCC2)cc1,9,0,2,-1.0,-1,i,7,4,-4,-1
COc1ccc(NC(=O)C2CCCN(S(C)(=O)=O)C2)cc1Cl (stereo not drawn),15,1,-2,0.6,-2,i,2,1,-6,-2
CC(OCC(O)CN(C)CCOc1ccccc1)c1ccc(Cl)cc1 (stereo not drawn),-10,2,-1,-0.8,1,i,-4,-8,-7,-7
O=C(O)CCCN=CC1=C(O)C(C(=O)c2ccccc2)CCC1=O (stereo not drawn),18,3,-1,-0.7,0,i,3,-3,-4,2
CC1(O)N(CCC(=O)Nc2cccc(F)c2)C(=O)OC12CCCCC2 (stereo not drawn),-5,-2,5,-0.6,0,i,10,1,0,0
CCOc1ccccc1N1CCN(C2=C(NS(=O)(=O)c3cccs3)C(=O)c3ccccc3C2=O)CC1,25,2,-9,4.3,1,i,-4,-27,-7,22
Cc1ccc(NC(=O)Cn2c([N+](=O)[O-])cnc2C)cc1Cl,-3,5,-5,0.9,-3,i,9,-10,-5,-2
CCOC(=O)C1CCN(C(=O)c2ccc(Oc3cc(Cl)cc(Cl)c3)o2)CC1,-9,0,6,2.5,4,i,3,-1,-10,-7

Laid out differently: 2 of the compounds above
Each structure is followed by: SKN-1 inh, MT1-MMP act inh, SUMO1-SIM PPI, LMPTP block, STEP inh, Rpn11 block, CendR NRP1 mod, DNMT1 inh, Scp-1 inhibitor, NadD inh
> O=C(COC(=O)Cc1ccsc1)Nc1ccc(S(=O)(=O)N2CCOCC2)cc1
    9, 0, 2, -1.0, -1, i, 7, 4, -4, -1
> COc1ccc(NC(=O)C2CCCN(S(C)(=O)=O)C2)cc1Cl (stereo not drawn)
    15, 1, -2, 0.6, -2, i, 2, 1, -6, -2

The list continues:
smiles,SKN-1 inh,MT1-MMP act inh,SUMO1-SIM PPI,LMPTP block,STEP inh,Rpn11 block,CendR NRP1 mod,DNMT1 inh,Scp-1 inhibitor,NadD inh
CCOc1ccc(NC(=O)CNC(=O)c2ccc(OC)cc2)cc1,-7,-4,-3,-1.8,-3,i,-6,0,-3,4
O=C(c1cc2c(ccc3ccccc32)o1)N1CCCCC1,11,-2,-11,2.4,1,i,-4,0,-7,-3
CCN(CC1CCCN(CCc2cccc(OC)c2)C1)C(=O)C=C(C)C (stereo not drawn),7,-2,1,1.6,-3,i,-4,0,-11,1
CCn1c(CNC(C)=O)nnc1SCC(=O)c1ccc(Br)cc1,7,-5,-4,-2.3,-3,i,6,1,-1,3
C=C(C)CN(CC)C(=O)COc1ccc(S(=O)(=O)Nc2ccc(OC)cc2)cc1,6,0,6,12,-1,i,-7,0,-2,-4
COc1cc(Cl)ccc1OCc1cc(C(=O)N2CCCCC2c2cccnc2)no1 (stereo not drawn),8,-3,-1,0.1,-2,i,-2,-1,0,-1
COc1ccc2oc(=O)cc(CN3CCN(Cc4ccc(OC)c(OC)c4OC)CC3)c2c1,8,-2,-7,0.0,-3,i,-7,-3,-10,-8
COc1cccc(NC(=O)CCCn2nc(C)c3c(C)n(-c4ccccc4)nc3c2=O)c1,1,1,4,-0.5,0,i,8,-1,-4,-2
C=CCN=C1NN=C(c2cc(C)n(CCOC)c2C)CS1,-3,-3,1,-1.9,-1,i,7,-1,-11,-1
O=C(NCc1cccc(Cl)c1)c1cc(COc2ccc3ncccc3c2)on1,6,-15,0,5.3,1,i,-2,-5,-2,-4
CCCCc1nc2c(C)c(N)cnc2n1Cc1cccc([N+](=O)[O-])c1,12,1,-14,-0.5,-3,i,7,-1,-9,3
COc1cc(/C=N\NC(=O)C(C)(C)O)ccc1OC/C=C/c1ccccc1,4,-1,0,-0.4,-1,i,3,-1,-13,-5
CCOc1ccc(NC(=O)CSc2nnc(-c3cc(C)[nH]n3)n2N)cc1,0,3,0,-2.2,-3,i,5,0,-5,3
C=CCn1c(=O)c(C(=O)Nc2ccc(C)cc2)c(O)c2ccccc21,-1,3,1,-0.7,0,i,2,1,-8,-6
COc1ccc(N2CCN(C(=O)Nc3ccc(S(=O)(=O)N(C)C)cc3)CC2)cc1,12,-7,0,0.0,-1,i,-6,-3,-2,-1
Cc1ccc(/C=N/Nc2cccc3cccnc23)c(O)c1,21,1,-8,1.8,-2,i,-4,-6,0,-5

Compounds as they come; about 3.9% have a hit in one of these screens.
